# Bioassay records deposited in PubChem BioAssay by NCI.
# NCI-60 one-dose screen, 48 h, at 10 µM unless noted. Numbers give growth in % (100 = growth as untreated, 0 = no growth, -100 = all killed).
# MDA-MB-231 – MDA-MB-231 breast cancer; 81,000 tested, 5% active; AID 1794789
# MDA-MB-468 – MDA-MB-468 breast cancer; 78,000 tested, 8.5% active; AID 2202374
# MCF7 – MCF7 breast cancer; 82,000 tested, 6.3% active; AID 1794796
# K-562 – K-562 leukemia; 78,000 tested, 7.4% active; AID 1794777
# BT-549 – BT-549 breast cancer; 78,000 tested, 4.4% active
# T-47D – T-47D breast cancer. AID 1794792. 79,000 tested, 5% active
# SR – SR leukemia cells; 73,000 tested, 8.7% active
# HS 578T – HS 578T breast cancer. 78,000 tested, 4.1% active
# Starred values were filed as active, the others as inactive; x = not tested or not shown; & = joins results of further samples; [ ] = remark or other dose. How the source made its calls: active means growth percent below 10; inactive means the rest.
SMILES,MDA-MB-231,MDA-MB-468,MCF7,K-562,BT-549,T-47D,SR,HS 578T
CC(=O)Oc1ccc2c(c1)Oc1cc(OC(C)=O)ccc1C21OC(=O)c2cc(CC[C@H]3CCC/C=C/[C@@H]4C[C@H](O)C[C@H]4[C@H](O)/C=C/C(=O)O3)ccc21,89,18,52,77,x,71,21,86
Cc1cc(C(=O)O)c(C)cc1C(=O)O,114,97,96,101,103,104,105,122
CSc1nc(S(C)(=O)=O)ncc1C,98,92,97,100,107,89,90,94
CCC(Cc1ccccc1)OC(=O)c1ccccc1C(=O)O (configuration not stated),100&99,101&118,99&102,111,108&110,107&92,96&88,116&103
OC(c1ccccc1)c1ccc(Cl)cc1 (configuration not stated),106,111,99,95,104,103,88,115
O=C(CBr)c1cccc([N+](=O)[O-])c1,108,112,108,98,99,96,88,x
O=C1CCCCN1CCCCC#Cc1ccccc1C#Cc1ccccn1,102,x,109,94,117,93,99,118
COC(=O)C1=C(C)NC(C)=C(C(=O)OC)C(N2C(=O)CCC2=O)C1 (configuration not stated),96,63,70,36,79,94,37,107
COc1ccc(C(=O)c2ccc(C)cc2)c(OC)c1OC,76,21,72,40,87,90,57,87
O=C(CCn1c[n+](CC(=O)c2ccc(Cl)cc2)c2ccccc21)Nc1cccc2cccnc12,103,100,107,106,117,105,119,117
CCOC(=O)C(=O)CC(=O)N1C(=S)NC(=O)C1CC(C)C (configuration not stated),101,85,96,107,88,109,112,111
NC(Cc1ccc(O)c([N+](=O)[O-])c1)C(=O)O (configuration not stated),113,101,98,101,97,103,89,98
N#C/C(=C\c1c(-c2ccccc2)[nH]c2ccccc12)S(=O)(=O)c1ccccc1,47,20,14,18,52,39,18,16
O=[N+]([O-])c1ccc(NCCO)c([N+](=O)[O-])c1,99,98,103,110,96,x,108,93
Brc1ccc(N/N=C/c2ccc(-n3cccn3)cc2)cc1,90,113,83,103,91,82,80,111
CC(C)c1c(Cl)cc(C(C)(C)C)c(O)c1Cl,107,93,101,x,117,104,x,112
Cc1c(C(C)(C(=O)O)c2c(C)n(C)c3ccccc23)c2ccccc2n1C,98,118,94,97,83,102,109,100
CCNCCNc1cc(-c2ccc(C#N)cc2)c(C#N)c2nc3ccccc3n12,6.6*,-14*,58,24,40,38,-1.0*,25
CN1CCN(Cc2ccc(NC(=O)c3cncc(C#Cc4cnccc4C(F)(F)F)c3)cc2C(F)(F)F)CC1,56,84,49,8.5*,92,92,37,53
COc1cc(NC(C)CCCNC(=O)CCC(=O)NCCCNCCCCCCNCCCNC(=O)CCC(=O)NCCCC(C)Nc2cc(OC)cc3cccnc23)c2ncccc2c1 (configuration not stated),67,82,110,63,101,35,111,82
COC(=O)/C=C/CC[C@H](N)C(=O)O,103[20 µM],101[20 µM],109[20 µM],99[20 µM],105[20 µM],98[20 µM],95[20 µM],112[20 µM]
CC(=O)O[C@H](C)[C@@H]1O[C@@H]2CC(=O)O[C@@H]2[C@H]1O,114,124,99,96,96,94,92,104
NC(=NCc1ccccc1)C(N=Nc1ccccc1)C(=O)NCc1ccccc1 (configuration not stated),68,55,69,25,114,85,19,64
O=C(O)c1ccc(-n2cc(C(=O)O)c(-c3cc(C(F)(F)F)cc(C(F)(F)F)c3)n2)cc1,107,102,78,x,108,94,92,91
Cn1c2c(c(=O)n(C)c1=O)C1(C(=O)Nc3ccccc31)c1c(n(C)c(=O)n(C)c1=O)N2,107,108,106,109,92,123,112,99
# Next section:
SMILES,MDA-MB-231,MDA-MB-468,MCF7,K-562,BT-549,T-47D,SR,HS 578T
O=C(O)CC(c1ccccc1)(c1ccccc1)c1ccccc1,90,98,97,113,113,84,91,85
CCOC(=O)C(CCC(=O)OC)(CCC(=O)OC)C(=O)OCC,119,103,95,103,107,96,100,105
CCSc1nc(-c2cnccn2)cc(-c2cccs2)c1C#N,78,83,76,90,x,97,75,97
C[C@]12CC[C@@H]3c4ccc(OC(=O)c5ccccc5)cc4CC[C@H]3[C@@H]1CC[C@@H]2O,90,77,86,41,96,94,62,53
Cc1ccc(N2C(=N)C(=S)N(c3ccc(C)cc3)C2=O)cc1,100,107,93,85,104,78,78,99
N#C/C(=C\c1ccc(F)cc1)C(=O)Nc1ncc(Cc2ccc(Cl)c(Cl)c2)s1,108,100,96,59,104,70,102,93
CNC(=O)c1ccccc1C(O)c1ccc(C)cc1 (configuration not stated),99,100,100,111,111,110,107,107
NS(=O)(=O)c1ccc(NC(=O)CC(=O)c2ccccc2)cc1,101,99,94,109,111,98,x,118
O=C(c1ccccc1)N1Cc2cc(-c3ccccc3)nn2[C@H]2CCCCN21,109,108,97,90,101,93,94,97
Cc1cc(=S)n(C)c2ccccc12,94,98,92,91,103,101,75,98
N#Cc1ccc(OC(=O)Nc2c(Br)cc(Br)cc2Br)cc1,112,105,100,96,95,91,87,105
CCC1COS(=O)(=O)CS(=O)(=O)O1 (configuration not stated),105[100 µM],94[100 µM],90[100 µM],99[100 µM],105[100 µM],105[100 µM],97[100 µM],109[100 µM]
CC(C)c1nc(N(C)S(C)(=O)=O)nc(-c2ccc(F)cc2)c1/C=C/C(=O)C[C@@H](O)CC(=O)O,110,113,97,91,94,101,105,102
N#CCNC(=O)c1ccc(-c2ccnc(Nc3ccc(N4CCOCC4)cc3)n2)cc1,20,10.0*,16,27,11,64,6.4*,x
Clc1ccc2noc(-c3ccccc3)c2c1,116,124,93,102,119,93,95,110
Cc1ccc(Cl)cc1NC(=O)CCl,98,73,68,39,57,78,43,94
Oc1ccc(C2=N/C(=N\c3[nH]c(-c4ccc(O)cc4)cc3-c3ccccc3)C(c3ccccc3)=C2)cc1,93,92,99,112,92,94,105,92
CC1(C)O[C@@H]2CC3C4CCC5=CC(=O)CCC5(C)C4(F)C(O)CC3(C)[C@]2(C(=O)CCl)O1 (some centres not stated),108,124,93,91,77,85,95,107
c1cc(-n2nnc3cnccc32)ccn1,100,103,101,105,96,99,114,116
CCN(CC)CCCOC(=O)c1cc2ccccc2s1,117,101,88,114,x,93,113,102
N=C(N)c1ccc(C(=N)N)cc1,98,140,88,108,103,97,80,98
COCc1cc(C(C)(C)C)ccc1O,95,110,97,95,100,99,93,104
C=C(C)[C@@H]1CC[C@]2(C(=O)N3CCN(C)CC3)CC[C@]3(C)[C@H](CC[C@@H]4[C@@](C)(CCC(=O)N5CCN(C)CC5)[C@H](C(=C)C)CC[C@]43C)[C@@H]12,55,51,80,67,95,79,64,88
CC/C(=C(\c1ccc(O)cc1)c1ccc(OCCN(C)CCN(C)C(=O)CCC(=O)c2c(C)[nH]c(/C=C3\N=C(c4ccc[nH]4)C=C3OC)c2C)cc1)c1ccccc1,9.2*,66,34,5.8*,103,69,59,84
CN1CCN(c2nc(-c3cccc4ccccc34)nc3sc4c(c23)CCCCCC4)CC1,62,77,68,85,92,67,47,86
# The listing continues.
SMILES,MDA-MB-231,MDA-MB-468,MCF7,K-562,BT-549,T-47D,SR,HS 578T
C=C(C)[C@@H]1CC[C@]2(COCCCNCCCN)CC[C@]3(C)[C@H](CC[C@@H]4[C@@]5(C)CC[C@H](O)C(C)(C)[C@@H]5CC[C@]43C)[C@@H]12,-86*,-82*,-75*,-9.9*,-77*,-53*,-33*,-49*
CSc1nc(=S)cc(C)[nH]1,105,103,91,110,115,104,116,112
O=Cc1cc(I)c(O)c(I)c1,111,116,101,110,90,104,107,x
COc1cccc(-c2nc3sccn3c2-c2ccnc(NCCCNS(=O)(=O)c3ccccc3)c2)c1,59,1.6*,46,14,2.1*,-8.9*,54,67
N#Cc1ccc(OC(=O)Nc2ccccc2C(F)(F)F)cc1,95,102,91,91,113,90,89,111
CCS/C(Nc1ccccc1)=C(\C#N)C(=O)N/N=C/c1ccc(Cl)cc1Cl,39,20,19,7.3*,45,18,20,-6.4*
C=C(C)[C@@H]1CC[C@]2(C(=O)O)CC[C@]3(C)[C@H](CC[C@@H]4[C@@]5(C)CCC(OC(=O)/C=C/c6ccc(OC)c(OC)c6)C(C)(C)[C@@H]5CC[C@]43C)[C@@H]12 (some centres not stated),67,26,39,22,88,42,30,80
CCOC(=O)c1c([N+](=O)[O-])c(C)[nH]c(=O)c1C#N,100,119,103,97,108,103,92,108
O=c1[nH]c(CCl)nc2c1cnn2-c1ccccc1,101,97,80,88,94,95,87,111
CC(=O)N1N=C(c2ccc(Oc3nnnn3-c3ccccc3)cc2)OC1c1ccc(F)cc1F (configuration not stated),99,113,121,81,90,92,69,108
N#Cc1c(N)nc(N)nc1Nc1ccc(Br)cc1,87,90,62,99,86,71,102,70
CCCCNc1nnc(-c2cc(-c3cc4ccccc4o3)nn2-c2ccccc2)o1,91,x,74,83,97,77,77,93
CCN(CC)c1ccc2cc(C(Nc3ccc(Cl)cc3)c3nnnn3C(C)(C)C)c(=O)oc2c1 (configuration not stated),91,109,74,79,103,72,101,89
O=C1C(Cl)=C(Nc2cccc(C(F)(F)F)c2)C(=O)N1c1ccc(O)cc1,100,83,86,82,83,81,66,105
COc1cc2nc(N3CCC[C@H](N)C3)nc(N)c2cc1OC,84,74,85,69,113,87,63,110
COc1ccc(-c2cc(-c3ccccc3)nc(NCCNc3ccnc4cc(Cl)ccc34)n2)cc1,-90*,-74*,-76*,-47*,-69*,-65*,-7.1*,-54*
O=S1(=O)CCN(C2CCCCCCC2)CC1,110,105,112,97,98,106,109,101
O=C(/C=C\c1ccccc1)NCCNC(=O)/C=C/c1ccccc1,96,110,107,103,91,110,109,106
Cn1c(=O)c2c(ncn2CC(O)CO)n(C)c1=O (configuration not stated),115&107&112,117&101&110,94&103&101,113&94&97,100&96&100,105&96&97,110&93&103,149&104&120
CC(=O)Nc1cccc(OCc2cccc([N+](=O)[O-])c2)c1,103,106,106,x,107,94,x,x
CCn1c2ccc(Br)cc2c2c3c(c4c5ccccc5ccc4c21)C(=O)N(C(=O)OC(C)(C)C)C3=O,122,94,79,74,87,67,56,95
CC(O)COC(C)c1ccccc1 (configuration not stated),101,109,100,101,74,135,111,116
CC/C=C(\C)C(C#N)(CC)C(=O)OCC (configuration not stated),94,104,109,102,115,x,86,141
CC(=O)C(=O)Nc1ccc(F)cc1,113,108,99,101,119,113,96,105
Cn1c(=O)[nH]c2nc(SCC(=O)c3ccc([N+](=O)[O-])cc3)[nH]c2c1=O,101,97,92,x,102,92,113,99

# Some entries already given, showing only MDA-MB-231 and MCF7:
molecule	MDA-MB-231	MCF7
CCCCNc1nnc(-c2cc(-c3cc4ccccc4o3)nn2-c2ccccc2)o1	91	74
CCN(CC)c1ccc2cc(C(Nc3ccc(Cl)cc3)c3nnnn3C(C)(C)C)c(=O)oc2c1 (configuration not stated)	91	74
O=C1C(Cl)=C(Nc2cccc(C(F)(F)F)c2)C(=O)N1c1ccc(O)cc1	100	86

# Part of the list above in order of count of non-hydrogen atoms, high to low.
SMILES,MDA-MB-231,MDA-MB-468,MCF7,K-562,BT-549,T-47D,SR,HS 578T
C=C(C)[C@@H]1CC[C@]2(COCCCNCCCN)CC[C@]3(C)[C@H](CC[C@@H]4[C@@]5(C)CC[C@H](O)C(C)(C)[C@@H]5CC[C@]43C)[C@@H]12,-86*,-82*,-75*,-9.9*,-77*,-53*,-33*,-49*
CCN(CC)c1ccc2cc(C(Nc3ccc(Cl)cc3)c3nnnn3C(C)(C)C)c(=O)oc2c1 (configuration not stated),91,109,74,79,103,72,101,89
COc1cc2nc(N3CCC[C@H](N)C3)nc(N)c2cc1OC,84,74,85,69,113,87,63,110
Cn1c(=O)c2c(ncn2CC(O)CO)n(C)c1=O (configuration not stated),115&107&112,117&101&110,94&103&101,113&94&97,100&96&100,105&96&97,110&93&103,149&104&120
O=S1(=O)CCN(C2CCCCCCC2)CC1,110,105,112,97,98,106,109,101
CC(=O)C(=O)Nc1ccc(F)cc1,113,108,99,101,119,113,96,105
O=Cc1cc(I)c(O)c(I)c1,111,116,101,110,90,104,107,x

# (listing goes on)
SMILES,MDA-MB-231,MDA-MB-468,MCF7,K-562,BT-549,T-47D,SR,HS 578T
CN(C)c1ccc(N=Nc2cccc3ccccc23)cc1,80,-27*,14,117,77,22,111,95
Cc1cc(C(NC(=O)CCCCCNc2cccc3c2C(=O)N(C2CCC(=O)NC2=O)C3=O)c2cccnc2)c(O)c2ncccc12 (configuration not stated),-12*,-8.7*,12,18,-31*,12,12,1.2*
CCCCCc1cn(CC(=O)Nc2nc3ccccc3s2)nn1,102,112,96,96,102,102,105,101
Cc1c(COc2ccc(-c3cnco3)cc2)c(C)c(COc2ccc(-c3cnco3)cc2)c(C)c1COc1ccc(-c2cnco2)cc1,107,93,87,91,110,87,103,115
C=CCSc1nnc(-c2ccc(-c3nc4ccc(Cl)cc4[nH]3)cc2)o1,41,29,25,20,23,68,24,36
CCOC(=O)c1cc(OCC)c2c(ccc3cc(OC)ccc32)n1,108,97,97,59,96,96,57,102
Cc1cccc(C)c1NC(=O)CN(CC(C)C)CC(O)COc1ccccc1 (configuration not stated),94,94,83,96,82,85,92,118
CCOC(=O)C(CC)C(=O)c1cccnc1 (configuration not stated),108,106,92,104,x,115,80,92
O=[N+]([O-])c1cc2c(NCCO)nc(-c3ccccc3)nc2[nH]1,80,93,78,83,80,74,83,90
Cn1c(=O)c2[nH]c(SCC(=O)Nc3ccc(C(=O)/C=C/c4ccc(Br)cc4)cc3)nc2n(C)c1=O,86,104,85,x,84,108,106,73
C/C(=N\N=C1\SCC(=O)N1c1cccc(C)c1)c1cc2ccccc2oc1=O,94,79,70,101,83,100,101,99
O=C1C(=O)c2ccccc2C(O)=C1C1=C(O)c2ccccc2C(=O)C1=O,91,107,87,113,88,89,81,101
CCOC(=O)N1CCN(CCCCCOc2ccc(Cl)cc2)CC1,98,85,101,75,92,85,82,110
CC1CCCCN1CCCOc1cc([N+](=O)[O-])ccc1C#N (configuration not stated),101,98,96,99,109,101,100,103
CO/N=C(/CN1CCN(c2cc3c(cc2F)c(=O)c(C(=O)O)cn3C2CC2)CC1)c1ccc(C)cc1,x,107,90,88,93,81,81,95
OCc1cnc2ccccc2c1NC1CCCCC1,101,92,93,x,109,85,99,97
